MmCpn inh = inhibitors of Methanococcus maripaludis chaperonin (MmCpn) | purified Mm-Cpn ATPase, ADP Transcreener TR-FRET | Potency, µM (top dose mostly 76.9 µM), inactives show at the highest dose activity, negative = inhibition, hits mostly inhibitors | 0.031% of 330,000 active; also: potency is read from the fitted curve at half-maximal effect; % is scaled to controls: 0 for no effect and ±100 for the full control effect; nearly all actives have a fitted effect of over 80% in size
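Inhibition of chaperonin ATP hydrolysis is measured as reduced ADP production, detected by competitive TR-FRET in which signal falls with ADP. Final enzyme 25 nM and ATP 10 uM, reacted 30 min at 37°C.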
Nrf2 ARE act = activates Nrf2 signaling. AREc32 ARE-luciferase reporter (MCF7-derived line), luminescence, 24 h. Potency, µM (doses to about 46.1 µM), for the others: at the top dose activation, usual class: activators. 0.31% of 410,000 active. AID 624171; also: potency is read from the fitted curve at half-maximal effect; % of control where 0% means no effect; nearly all actives have a fitted effect of over 65% in size
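Luminescent ARE reporter assay in AREc32_Fluc cells: overnight plating at 37 deg C, 24 hr compound incubation, Steady-Glo added, 30 min RT before reading.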
Nrf2 inh = Nrf2 pathway inhibition; A549 ARE-Fluc reporter, luciferase luminescence, 18-24 h; Potency, µM (top dose mostly 46 µM), inactives show top-dose activity change, negative = inhibition, hits mostly inhibitors; 2.1% of 360,000 active; AID 504444; also: potency is read from the fitted curve at half-maximal effect; % is scaled to controls: 0 for no effect and ±100 for the full control effect; nearly all actives have a fitted effect of over 60% in size
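Two sequential reads on A549 ARE_Fluc cells exposed to compound for 18-24 h: a CellTiter-Fluor fluorescence read for viability, then a luciferase luminescence read for Nrf2/ARE activity.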
CCT chaperon mod = changes cytosolic chaperonin activity. purified chaperonin ATPase assay, HTRF ADP detection, 30 min. activity change, % (concentration not given with the values), hits read low. 0.3% of 360,000 active; in the data active = activity change below about -30%; also: % is scaled to controls: 0 for no effect and ±100 for the full control effect
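We incubate TRiC, 40 or 20 nM final, with library compounds at 76 uM and 10 uM ATP for 30 min at 37 °C. ADP formed is detected with Transcreener HTRF reagents after 30 min at room temperature.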
A549 tox = counter-screen for Nrf2 inhibitors: cytotoxicity in A549 cells | AID 504648 | A549 ARE-Fluc cells, CellTiter-Fluor viability, 18-24 h | Potency, µM (doses to about 46 µM), inactives show at the highest dose activity change, negative = cytotoxicity, actives largely listed as inhibitors | 0.16% of 390,000 active; also: potency is read from the fitted curve at half-maximal effect; % is scaled to controls: 0 for no effect and ±100 for the full control effect
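A549 ARE-Fluc cells in 5% FBS OPTI-MEM, 5000 cells/well, rested 2 h then exposed to compounds in concentration-response for 18-24 h at 37 °C. Viability by CellTiter-Fluor fluorescence (Ex 405/Em 525) after 30 min; luciferase luminescence (BugLite, 15 min, RT) read afterwards.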
Akt phos inh = inhibitors of Akt phosphorylation; 0.32% of 360,000 active; Neuro2A IGF-stimulated pAkt S473 HTRF, 20 min; active compounds read low; activity change, % for hits at 50 µM; in the data active = activity change below about -80%; inconclusive = mostly about -51% to -80%; also: % is scaled to controls: 0 for no effect and ±100 for the full control effect
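Neuro2A cells (4,500/well, DMEM with 0.5% FBS) were treated with compound at a single 50 µM final concentration, stimulated with 6 nM IGF for 20 min at 37 °C, and lysed. Phospho-Akt Ser473 was read by HTRF as 665/615 ratio ×10^4.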
ATXN viability = reduces viability in counter-screen for ATXN expression inhibitors | S2 cells (HEK-293 line with an ATXN2-luciferase reporter) viability, CellTiter-Fluor protease fluorescence, 24 h | Potency, µM (titrated, usually from 56.7 µM), usual class: cytotoxic | 0.49% of 400,000 active; also: potency is read from the fitted curve at half-maximal effect; nearly all actives have a fitted effect of over 40% in size
TGFb SMAD3 inh = inhibitors of TGF-b signaling; 1.2% of 410,000 active; AID 588855; Potency, µM (series often up to 46.1 µM), for the others: top-dose activity, negative = inhibition, hits mostly inhibitors; HepG2 CAGA-GFP TGF-b/SMAD3 reporter, GFP fluorescence, 18 h; TGF-beta stimulated, 500 pg/mL final; also: potency is read from the fitted curve at half-maximal effect; % is scaled to controls: 0 for no effect and ±100 for the full control effect; nearly all actives have a fitted effect of over 65% in size
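TGF-beta reporter screen: HEPG2 CAGA-GFP, 1% FBS, 500 pg/mL TGF-beta final, 18 h; per-cell GFP summed per well; curves fitted and categorized by class.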
HepG2 viability = HepG2 cytotoxicity, counter-screen for TGF-b inhibitors | HepG2 CAGA-GFP viability, ATP luminescence, 18 h | 0.76% of 410,000 active | Potency, µM (doses to about 46.1 µM), for inactives: top-dose activity change, negative = cytotoxicity, most hits filed as cytotoxic; also: potency is read from the fitted curve at half-maximal effect; some results filed as inactive show a strong effect at the top dose
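HepG2 CAGA-GFP cells (1000/well, DMEM with 1% FBS) received compound, then TGF-beta at 500 pg/mL final, and were incubated 18 hours at 37 degrees C. Viability was read by CellTiter-Glo luminescence. Media-only wells were set as complete cell-killing and DMSO as no toxicity.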
Numbers without * were called inactive; i = inactive; u = inconclusive; x = no result given; & = joins results of further samples. Unless noted, calls follow the shape of the dose curve; as a rule, active = well fitted curve in the direction sought with a large enough effect; inconclusive = small, poorly fitted or top-dose-only effect, or another doubt; inactive = no such curve, though single readings can be large; an effect the other way counts as inactive or inconclusive.

entry	smiles	MmCpn inh	Nrf2 ARE act	Nrf2 inh	CCT chaperon mod	A549 tox	Akt phos inh	ATXN viability	TGFb SMAD3 inh	HepG2 viability
1	O=C(COC(=O)COc1ccc(Br)cc1)NNC(=O)c1ccccc1	-0.1%	0.5%	14.9%	-1.8	4.5%	i	i	-1.4%	-23.8%
2	CCCOc1ccc(/C(O)=C2/C(=O)C(=O)N(CCN(C)C)C2c2ccc(OC)c(OC)c2)cc1 (centres undefined)	-1.9%	-0.2%	1.1%	-1.1	-8.9%	i	i	-7.2%	-1.2%
3	COc1ccc(OCC(=O)Nc2ccccc2C(=O)Nc2ccc(C(=O)O)cc2)cc1	0.8%	-0.3%	u	1.9	-9.3%	i	i	-10.3%	0.3%
4	O=C(CNC(=O)c1ccc(Cl)cc1Cl)OCc1ccccc1	1.8%	0.4%	-3.9%	0.3	-8.3%	i	i	-3.6%	2.7%
5	Cc1c(NS(=O)(=O)c2cc([N+](=O)[O-])ccc2Cl)c(=O)n(-c2ccccc2)n1C	x	6.6%	0.0%	-1.4	-1.2%	i	x	4.2%	4.8%
6	O=C(COc1ccc2ccccc2c1)NCCNC(=O)COc1ccc2ccccc2c1	-0.5%	-0.7%	x	-8.6	11.3%	i	i	26.6%	-0.8%
7	CCCCNC(=O)NS(=O)(=O)c1ccc(C(=O)OC(C)C)o1	-0.9%	-0.2%	1.0%	2.0	1.0%	i	i	11.6%	-3.6%
8	COc1ccc(NC2CCCN(Cc3cccc4cnccc34)C2)cc1 (centres undefined)	-14.4%	2.3%	-7.5%	-1.8	-2.7%	i	i	-26.5%	-25.4%
9	Cn1c(CC(=O)NN)c(Sc2ccccc2)c2ccccc21	-1.2%	-0.6%	6.5%	-0.7	8.5%	i	i	-22.1%	-21.1%
10	CCOC(=O)/C(C#N)=C/c1cc(C)n(-c2ccccc2)c1C	-9.9%	0.3%	u	-0.2	1.2%	i	i	-3.7%	-4.7%
11	O=C(CC1C(=O)N(c2ccccc2)C(=O)N1Cc1ccc(F)cc1)Nc1cccc(F)c1 (centres undefined)	x	-0.9%	-0.3%	x	-1.5%	x	x	-7.6%	-2.2%
12	CCOC(=O)c1ccc(NC(=O)C2CCCN(c3ccc(Sc4ccc(C)cc4)nn3)C2)cc1 (centres undefined)	x	3.1%	u	x	-5.9%	x	i	-8.6%	0.6%
13	CCCCOc1cccc(C(=O)Nc2cccc3ccc(C)nc23)c1	x	6.0%	8.2%	x	3.9%	x	i	-11.8%	2.3%
14	CCCCN(CC)CCNC(=O)CCNC(=O)Cn1ccc2ccccc2c1=O	-12.6%	-0.1%	-7.2%	-0.3	-6.7%	i	u	7.6%	-8.5%
15	CCc1csc(CNC(=O)C2CCC(=O)N(Cc3cccc(F)c3)C2)n1 (centres undefined)	0.0%	0.3%	13.2%	-1.3	-2.5%	i	i	3.7%	3.0%
16	CC(=O)NCC(O)c1ccc([N+](=O)[O-])cc1 (centres undefined)	-0.5%	0.0%	-20.5%	0.7	0.3%	i	i	17.6%	-2.8%
17	CCn1cc(S(=O)(=O)c2ccc(Cl)cc2)c(=O)c2cc(F)c(N3CCOCC3)cc21	x	-0.6%	-28.7%	x	2.4%	x	x	0.5%	9.5%
18	CC(=O)c1ccc(NC(=O)c2cc3c([nH]c2=O)CC(c2ccccc2)CC3=O)cc1 (centres undefined)	x	0.4%	14.9%	x	-0.2%	x	i	0.3%	-22.8%
19	Cc1csc(=O)n1CC(=O)Nc1ccc(Cl)c(Cl)c1	-1.5%	-3.3%	0.1%	-2.3	0.2%	i	i	-1.8%	-32.7%
20	CCN1CCN(CC(=O)Nc2cc(F)ccc2C)CC1	-16.5%	1.9%	4.5%	0.2	5.1%	i	i	0.0%	-31.7%
21	Cc1ccc(Nc2c(-c3ccccn3)nc3cc(C)ccn23)cc1	-0.6%	4.1%	u	1.4	u	i	u	u	-37.9%
22	Cc1ccc(CNC(=O)COC(=O)c2ccc(S(=O)(=O)N3CCCC3)cc2)cc1	2.0%	1.6%	-9.4%	0.4	-12.8%	i	i	2.4%	11.6%
23	C/C(=N/Nc1nc(-c2ccccc2)cc(-c2ccc(F)cc2)n1)c1cccc(N)c1	0.8%	-0.2%	u	-1.0	-5.9%	i	i	u	-47.9%
24	CC(C)(C)n1ncc2c(=O)n(CC(=O)Nc3ccccc3)cnc21	1.4%	-0.3%	u	-0.1	-16.7%	i	i	-48.3%	-3.3%
25	C/C(N)=C(/C#N)C(=O)CSc1ccccc1F	-1.1%	-0.1%	u	-0.6	4.0%	i	i	5.2%	-2.2%
26	O=C(C#Cc1ccccc1)c1cccc([N+](=O)[O-])c1	-7.3%	14.9%	12.1%	-0.9	-3.9%	i	x	u	-28.6%
27	CCOC(=O)c1ccc(CC(=O)c2ccc(O)c(O)c2O)o1	-3.6%	4.9%	-6.7%	-6.6	1.1%	i	u	2.3%	-13.7%
28	Cc1nc(Cl)c(C(=O)NCCC(C)C)c(C)c1[N+](=O)[O-]	-0.2%	-0.5%	-14.0%	0.0	1.0%	i	i	1.0%	3.8%
29	O=C1C2CCCCC2C(=O)N1c1ccc(S(=O)(=O)Nc2ncccn2)cc1 (centres undefined)	0.2%	-0.7%	-1.9%	0.8	-0.7%	i	i	7.8%	-3.8%
30	O=C(COC(=O)c1nc(Cl)ccc1Cl)NC1CCS(=O)(=O)C1 (centres undefined)	0.8%	0.1%	0.7%	1.4	-3.0%	i	i	-0.6%	0.0%
31	O=C(NCc1ccncc1)[C@@H]1CCCN1C(=O)[C@@H]1CCCN1	x	-0.3%	x	-1.7	x	i	i	x	x
32	CCOc1ccc(N(CC)C(=O)Cn2cnc3sc(C)c(S(=O)(=O)N4CCN(c5ncccn5)CC4)c3c2=O)cc1	x	-0.4%	-3.5%	x	-2.2%	x	i	-10.4%	-2.0%
33	COc1ccc(-c2c3c(=O)n(C)c(=O)n(C)c3c3n2-c2ccccc2NC3c2ccco2)cc1 (centres undefined)	x	7.1%	19.3%	x	7.0%	x	i	-7.5%	-36.9%
34	O=C1C(=O)N(c2ccccn2)C(c2cccc(F)c2)/C1=C(/O)c1ccccc1 (centres undefined)	2.0%	-0.4%	11.1%	-0.2	7.1%	i	i	11.7%	8.2%
35	COCCCNC(=S)NC(=O)c1ccc([N+](=O)[O-])cc1	0.6%	-0.1%	15.0%	-0.4	-1.5%	i	i	0.6%	-14.2%
36	CCOc1ccc(NC(=O)CN(C)C(=O)c2cc(-c3ccco3)nc3ccccc23)cc1OCC	x	1.5%	-28.4%	-1.4	0.1%	i	i	0.2%	-14.5%
37	O=C(CCSc1ccc(Br)cc1)Nc1cccnc1	0.8%	2.6%	-2.4%	-0.9	2.2%	i	i	-5.4%	-2.4%
38	CCOC(=O)c1[nH]cnc1C(=O)Nc1ccc(F)cc1	-1.0%	-0.1%&-1.0%	u	-0.2	-8.5%&-7.5%	i	i	-8.6%&-21.3%	16.0%&2.1%
39	O=C(/C=C/c1ccc(F)cc1)Nc1cccc(S(=O)(=O)Nc2cccc(C(F)(F)F)c2)c1	2.1%	-0.2%	-7.1%	-0.5	-2.3%	i	u	u	-43.5%
40	CCOC(=O)CN1C(=O)S/C(=C/c2ccc(OC)c([N+](=O)[O-])c2)C1=O	-1.1%	2.1%	-1.6%	-2.6	-1.6%	i	i	4.5%	2.2%
41	COc1ccc(C(=O)N(CN2CCCC2=O)c2ccc(C)cc2)cc1	0.0%	0.8%	7.6%	-2.1	-23.2%	x	x	3.4%	-20.0%
42	Cc1ccc(NC(=O)C2CCCN2S(=O)(=O)c2ccc3nc(-c4ccccc4)[nH]c3c2)cc1F (centres undefined)	x	-1.3%	20.6µM*	x	-3.4%	x	x	u	-42.1%
43	CCN1CCN(S(=O)(=O)c2ccc(Cl)c(C(=O)NCCOc3ccc(C)cc3)c2)CC1	-1.9%	3.0%	u	3.3	u	i	i	-1.8%	-37.8%
44	COc1ccc(CN2CCNC(=O)C2CC(=O)NCC2CCOCC2)c(C)c1C (centres undefined)	1.1%	-1.0%	0.3%	-0.6	0.0%	i	i	-2.2%	5.2%

Looked up one by one from the entries so far (6):
entry	smiles	MmCpn inh	Nrf2 ARE act	Nrf2 inh	CCT chaperon mod	A549 tox	Akt phos inh	ATXN viability	TGFb SMAD3 inh	HepG2 viability
20	CCN1CCN(CC(=O)Nc2cc(F)ccc2C)CC1	-16.5%	1.9%	4.5%	0.2	5.1%	i	i	0.0%	-31.7%
18	CC(=O)c1ccc(NC(=O)c2cc3c([nH]c2=O)CC(c2ccccc2)CC3=O)cc1 (centres undefined)	x	0.4%	14.9%	x	-0.2%	x	i	0.3%	-22.8%
3	COc1ccc(OCC(=O)Nc2ccccc2C(=O)Nc2ccc(C(=O)O)cc2)cc1	0.8%	-0.3%	u	1.9	-9.3%	i	i	-10.3%	0.3%
32	CCOc1ccc(N(CC)C(=O)Cn2cnc3sc(C)c(S(=O)(=O)N4CCN(c5ncccn5)CC4)c3c2=O)cc1	x	-0.4%	-3.5%	x	-2.2%	x	i	-10.4%	-2.0%
26	O=C(C#Cc1ccccc1)c1cccc([N+](=O)[O-])c1	-7.3%	14.9%	12.1%	-0.9	-3.9%	i	x	u	-28.6%
31	O=C(NCc1ccncc1)[C@@H]1CCCN1C(=O)[C@@H]1CCCN1	x	-0.3%	x	-1.7	x	i	i	x	x
